Bioassay records from PubChem.
Salmonella PhoP GFP – PhoP regulon inhibitors, Salmonella typhi PhoP promoter GFP reporter, confirmatory (AID 1850). Salmonella Typhi PhoP-promoter GFP reporter, fluorescence, 4 h; higher % means a stronger effect. inhibition, % at 50 µM, or IC50 in µM where a hit was titrated. 0.33% of 310,000 active; in the data active = a potency from the dose series; inconclusive = inhibition mostly from about 25% at the one dose, without a potency; inactive = the rest, 99 in 100 with inhibition below about 19%;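 also: 0% = induced wells with vehicle and 100% = uninduced wells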
M. tuberculosis – growth inhibition of non-replicating M. tuberculosis (AID 488890); Mycobacterium tuberculosis non-replicating, growth inhibition; higher % means a stronger effect; one-dose inhibition, % at 25 µM; IC50 in µM for titrated hits; 0.39% of 320,000 active; in the data active = a potency from the dose series; inconclusive = inhibition mostly from about 82% at the one dose, without a potency; inactive = the rest, 99 in 100 with inhibition below about 76%;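 also: plate controls were DMSO cells for no effect and high antibiotic wells for full effect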
H1N1 NS1A inhibition – H1N1 influenza NS1A inhibitors, functional cell based assay (AID 504329); NS1A functional cell-based assay, percent inhibition; higher % means a stronger effect; inhibition, % at 12.5 µM, or IC50 in µM where a hit was titrated; 0.3% of 340,000 active; in the data active = a potency from the dose series; inconclusive = inhibition above about 27% without an active follow-up result; also: strong numbers were not always called active
VEEV TC-83 Vero – inhibitors of VEEV TC-83 cytopathic effect, confirmation, Vero cells (AID 588727) | Vero cells, VEEV TC-83 cytopathic effect inhibition; higher % means a stronger effect | inhibition, % at 20 µM, or IC50 in µM where a hit was titrated | 0.13% of 350,000 active; in the data active = a potency from the dose series; inconclusive = inhibition mostly from about 14% at the one dose, without a potency; inactive = the rest, 99 in 100 with inhibition below about 12%; also: strong numbers were not always called active
H37Rv inhibition – M. tuberculosis growth inhibition, HTS (AID 449762); M. tuberculosis H37Rv growth inhibition, 7H9 media; higher % means a stronger effect; one-dose inhibition, % at 25 µM; IC50 in µM for titrated hits; 0.59% of 330,000 active; in the data active = a potency from the dose series; inconclusive = inhibition above about 70% without an active follow-up result;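 also: bacterial growth assessed after seven days of incubation; strong numbers were not always called active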
VEEV TC-83 Vero 10K pilot screen – also measured in VEEV TC-83 Vero; calls as there; inhibition, %; measured here: 10K pilot screen inhibition
An asterisk follows results filed as active; i = inactive; ? = inconclusive; . = no result given.

SMILES	Salmonella PhoP GFP	M. tuberculosis	H1N1 NS1A inhibition	VEEV TC-83 Vero	H37Rv inhibition	others
COC(=O)C1=C(C(=O)OC)[C@@H]2N(C)c3ccc(OC)cc3[C@@]23C[C@@H](C(=O)OC)N(C(=O)COCc2ccccc2)C3=N1	-3.1%	2.2%	.	.	-2.8%
O=C(Cn1cc([N+](=O)[O-])ccc1=O)NCc1ccc(Cl)cc1Cl	-7.2%	1.2%	-4.8%	0.9%	8.3%
COc1ccc(CCNC(=O)c2cccc(-n3cnnn3)c2)cc1	.	-4.4%	-5.8%	1.5%	-17.0%
CC(C)CC(NS(=O)(=O)OCC(Cl)(Cl)Cl)c1ccccc1 (stereo unspecified)	6.0%	2.5%	2.3%	i	?
O=C(Nc1ccccc1N(C(=O)c1ccco1)S(=O)(=O)c1cccs1)c1ccco1	-2.9%	12.7%	-0.8%	2.0%	0.5%
Cc1nn(CC(=O)NCCCN2C(C)CCCC2C)c(=O)c2cc3occc3n12 (stereo unspecified)	5.6%	-4.8%	-3.7%	i	6.0%
Cc1ccc(C(=O)C[n+]2cccc3cc(C)ccc32)cc1	16.8%	14.9%	-20.7%	i	15.7%
COc1cc(OC)cc(C(=O)OCC(=O)N2CCCC2)c1	1.1%	5.5%	6.5%	1.0%	2.1%
COc1ccc(-c2ccc3c(c2)[C@@H]2C[C@H](N(C)S(=O)(=O)c4ccccc4)[C@H]([C@H](C)O)C(=O)N2CC3)cc1	.	.	-9.9%	5.2%	.
Cc1cnccc1NC(=O)c1cccs1	-6.8%	6.1%	2.4%	0.5%	-2.0%
CC(C)(C)OC(=O)N1CCC(CNC(=O)c2ccccc2)CC1	0.5%	-1.5%	.	i	-4.0%
Cn1c(NNC(=O)C(c2ccccc2)c2ccccc2)cc(=O)n(C)c1=O	3.9%	7.4%	1.4%	0.4%	-4.8%
CCOc1cc(NC(=S)Nc2cccc(OC)c2)c(OCC)cc1NC(=O)C(C)C	-5.8%	-3.3%	5.2%	4.4%	-17.5%
C/C(=N/NS(=O)(=O)c1ccc(C)cc1)c1c(O)c2ccccc2oc1=O	-6.8%	11.9%	-12.0%	1.0%	1.9%
O=C(NCCCn1ccnc1)c1ccc(S(=O)(=O)Nc2ccccc2)cc1	11.4%	5.8%	-6.1%	7.8%	0.9%
Cc1ccc(C2N3CCCN23)cc1 (stereo unspecified)	-4.8%	-3.8%	9.4%	i	3.0%
O=C(N/N=C\c1ccco1)c1cncc(Br)c1	-5.6%	i	.	.	0.4%
COc1ccc(NC(=O)CN2CCN(c3nc(-c4cccc(OC)c4)cs3)CC2)cc1	3.2%	38.4%	19.1%	4.5%	?
Nc1nccc(-c2ccc(-n3cnc4ccccc43)cc2)n1	3.3%	-1.3%	-2.3%	10.6%	-5.7%
COc1ccc(S(=O)(=O)n2c(CCN3CCOCC3)nc3ccccc32)cc1	-1.0%	48.6%	13.7%	0.9%	-5.5%
COc1ccc(OC)c(S(=O)(=O)Nc2cccc(-c3ccc4nncn4n3)c2)c1	-4.3%	-12.9%	-8.5%	i	0.7%	VEEV TC-83 Vero 10K pilot screen=0.1
CC(=O)Nc1ccc(S(=O)(=O)N(C)CC(=O)NCCOc2ccccc2)cc1	.	16.8%	-3.4%	2.1%	-7.2%
COc1cc2c(cc1OC)/C(=C/C(=O)N1CCOCC1)NC(C)(C)C2	4.0%	-1.6%	.	.	-2.2%
O=C(CCCOc1ccc(Cl)cc1Cl)NCCc1ccccn1	6.2%	24.3%	6.6%	i	-0.1%
COP(=S)(OC)Oc1ccc(Sc2ccc(OP(=S)(OC)OC)cc2)cc1	.	.	0.1%	1.9%	.
CCOC(=O)c1ccc(NC(=O)NCc2c(C)nn(CC)c2C)cc1	-4.9%	10.1%	0.3%	i	9.8%
COc1ccc2ccc(=O)oc2c1CC(=O)C(C)C	.	-15.5%	10.6%	0.8%	-0.8%
CCCc1cc(=O)oc2cc(C)cc(OCC(=O)NCC(O)c3ccccc3)c12 (stereo unspecified)	9.4%	-3.4%	-0.3%	4.3%	2.4%
COc1cc(NC(=O)c2cccc(F)c2)ccc1NC(=O)c1cc2ccccc2o1	-14.3%	-5.8%	-16.0%	3.0%	8.9%
CN(C)CC(C)(C)CNS(=O)(=O)CC12CCC(CC1=O)C2(C)C (stereo unspecified)	-11.8%	6.0%	4.2%	1.7%	-4.6%
Cc1csc(SCC(=O)NC(=O)NC(C)(C)C)n1	14.1%	22.2%	8.6%	0.4%	-7.5%
O=C(NCc1ccco1)c1ccccc1Br	1.4%	2.2%	-2.5%	0.2%	-1.3%
Cc1ccc(NC(=O)[C@H](C)NC(=O)C2CCN(C(=O)[C@@H](N)C(C)C)CC2)cc1	-7.9%	-19.0%	-1.3%	0.4%	6.6%
CCc1ccc(NC(=O)C2CCCN(S(=O)(=O)c3ccc4c(c3)CC(C)N4C(C)=O)C2)cc1 (stereo unspecified)	-13.5%	.	5.5%	7.3%	-1.1%
CNC(C)C(=O)NC(C(=O)N1CCCC1C(=O)NNc1ccccc1)C(C)C (stereo unspecified)	.	7.8%	1.8%	7.0%	?
Cc1cc(Br)ccc1NC(=O)CN(C)C(=O)C1CCN(c2ncnc3sc(C)c(C)c23)CC1	.	.	15.0%	7.5%	.
O=C(CSc1nnc(COc2ccccc2)o1)c1ccccc1	-2.8%	46.9%	-7.9%	1.0%	-0.9%
Cc1ccc(NC(=O)COC(=O)/C=C/c2cccs2)c(C)c1	15.8%	36.3%	-2.4%	i	4.3%
O=S(=O)(Nc1ccccc1N1CCCCC1)c1ccc(F)cc1	3.7%	7.2%	.	i	9.6%
Cc1cccc(C(=O)NC(=S)NNC(=O)COc2c(C)cccc2C)c1	-3.7%	?	-7.9%	1.3%	?
COc1ccc(-c2sccc2C(C)C(=O)O)cc1 (stereo unspecified)	0.1%	2.0%	2.5%	0.3%	-3.2%
Cc1ccccc1OCC(=O)NC1CCCCCCC1	6.3%	47.7%	-1.4%	i	-4.7%
CCOc1c2ccc(C(=O)NCc3ccc(C(F)(F)F)cc3C(F)(F)F)cc2nn1C	-0.5%	3.6%	5.7%	1.8%	8.2%
Nc1nnc(SCC(=O)NC2CCCC2)s1	8.3%	7.4%	-8.4%	i	10.1%
O=C(COC(=O)c1cccnc1SC(F)F)NC1CC1	.	-1.4%	-1.1%	2.2%	1.1%
O=C(N/N=C/c1cccc(Oc2ccccc2)c1)c1ccccc1F	-3.6%	46.9%	5.7%	9.9%	44.8%
Cc1cccc(NC(=O)CSCC(=O)Nc2ccc(S(=O)(=O)N3CCCC3)cc2)c1	5.6%	2.7%	0.2%	3.8%	-11.2%
CCn1nnc(C(=O)O)c1C(=O)O	-7.2%	-2.5%	4.5%	0.3%	-4.9%
Oc1[nH]c(=S)sc1C=C1N=c2ccccc2=N1	4.3%	27.3%	.	1.8%	10.5%
O=S(=O)(NC1CCCCC1)c1ccc(-c2csnn2)s1	3.3%	7.4%	6.6%	i	-2.7%
Cc1cc(NC(=O)c2cc(-c3cccs3)nc3ccccc23)no1	-5.7%	-2.9%	2.5%	10.7%	-0.3%
CCN(CC)CCN(C(=O)c1c(F)cccc1F)c1nc2cc(C)cc(C)c2s1	18.9%	33.6%	-11.6%	i	61.4%
COCCCNC(=O)c1cc2c(s1)CS(=O)(=O)C2	-11.9%	-35.7%	-0.2%	i	-9.2%
COc1ccc(NC(=O)CSCC(=O)Nc2ccc(S(=O)(=O)N3CCCC3)cc2)cc1	-7.7%	-2.6%	-14.9%	3.5%	-7.9%
N#CC1(C#N)CC(C=O)=C(N)C1(C#N)CC(=O)C12CC3CC(CC(C3)C1)C2 (stereo unspecified)	-11.2%	45.0%	-0.5%	4.9%	1.8%
CC(=O)Nc1ccc(C(=O)OCC(=O)NCc2ccc(Cl)cc2)cc1	2.3%	-11.8%	.	.	2.6%
CN(CC(=O)Nc1ccc(F)cc1)C(=O)CSc1nnc(Cc2ccccc2)o1	.	45.2%	-12.9%	3.5%	-8.5%
CC(C)(CNC(=O)CNC(=O)c1ccccc1F)N1CCOCC1	.	-7.3%	-9.1%	0.1%	-10.3%
COCCNC(=O)c1ccc(NC(C)=O)cc1	10.0%	-10.6%	23.9%	i	-7.7%	VEEV TC-83 Vero 10K pilot screen=0.4
O=C(COC(=O)/C=C/c1ccc([N+](=O)[O-])cc1)Nc1ccc(F)cc1	.	?	-10.5%	0.6%	?

Pulled by structure from the entries so far:
SMILES	Salmonella PhoP GFP	M. tuberculosis	H1N1 NS1A inhibition	VEEV TC-83 Vero	H37Rv inhibition	others
COCCNC(=O)c1ccc(NC(C)=O)cc1	10.0%	-10.6%	23.9%	i	-7.7%	VEEV TC-83 Vero 10K pilot screen=0.4
O=C(COC(=O)/C=C/c1ccc([N+](=O)[O-])cc1)Nc1ccc(F)cc1	.	?	-10.5%	0.6%	?
CC(=O)Nc1ccc(C(=O)OCC(=O)NCc2ccc(Cl)cc2)cc1	2.3%	-11.8%	.	.	2.6%
COCCCNC(=O)c1cc2c(s1)CS(=O)(=O)C2	-11.9%	-35.7%	-0.2%	i	-9.2%
COc1ccc(NC(=O)CSCC(=O)Nc2ccc(S(=O)(=O)N3CCCC3)cc2)cc1	-7.7%	-2.6%	-14.9%	3.5%	-7.9%

(list continues)
SMILES	Salmonella PhoP GFP	M. tuberculosis	H1N1 NS1A inhibition	VEEV TC-83 Vero	H37Rv inhibition	others
O=C(c1ccccc1)N1CCN(c2ncccn2)CC1	-3.1%	6.8%	3.6%	0.2%	-4.7%
COc1cc(NC(=O)c2cc3ccccc3cc2O)c(OC)cc1Cl	-7.5%	-5.8%	0.6%	i	-0.3%
CNc1ccc(Oc2c(F)c(F)nc(F)c2F)cc1	9.7%	12.2%	1.3%	i	9.2%
Cc1ccc(C(=O)Nc2ccc3c(c2)nc(CCNC(=O)c2ccco2)n3C)cc1	-0.5%	-3.4%	8.8%	1.4%	2.9%
CCc1nnc(NS(=O)(=O)c2ccc(NC(=O)/C=C/c3ccccc3Cl)cc2)s1	-2.4%	37.7%	-3.9%	0.1%	-3.1%
Cc1nnc(N/N=C\c2ccc(-c3cccc(C(=O)O)c3)o2)n1N	6.2%	12.4%	-2.5%	3.5%	1.9%
Cc1cc(C)c2c(-n3cccc3)n[nH]c2n1	13.4%	7.1%	-13.1%	0.6%	-14.7%
O=S(=O)(Nc1cccc(-n2cnnn2)c1)c1ccccc1F	3.2%	-15.9%	-1.0%	1.9%	-5.7%
CC(C)c1ccc(S(=O)(=O)c2cn(Cc3ccc(F)cc3)c3cc4c(cc3c2=O)OCO4)cc1	-2.0%	-9.0%	.	.	-8.1%
CCCn1nc(Oc2nc(N(C)C)nc(N(C)C)n2)ccc1=O	-0.9%	8.5%	4.6%	2.9%	9.4%
CN(c1ccc(C(=O)N2CCOCC2)cc1)S(=O)(=O)c1ccc(Cl)cc1	-0.6%	2.8%	7.4%	i	5.1%
C[N+]1(C)C2CCC1CC(OC(=O)c1c[nH]c3ccccc13)C2 (stereo unspecified)	-1.8%	1.8%	-1.1%	1.0%	-7.0%
CCN(C(=O)c1cn(C)c(=O)c2cc(OC)c(OC)cc12)c1ccccc1C	9.7%	-19.0%	5.7%	0.1%	-4.9%
CCOc1ccc(CNC(c2ccccc2)c2ccccc2)cc1	5.3%	7.2%	-6.5%	0.1%	14.8%
CC(C)C[C@H]1CN=C(N(C)C)N1CC(C)C	.	-2.4%	0.3%	0.3%	0.6%
CCCN(CC(=O)Nc1ccccc1C)C(=O)CCl	-2.4%	?	6.8%	21.0%	?
CCOc1ccc(-c2ccc(/C=C3/C(=N)N4C(C)=CSC4=NC3=O)o2)c([N+](=O)[O-])c1	-4.5%	57.7%	4.1%	11.8%	-0.9%
CC1CC(C)CN(S(=O)(=O)c2ccc(C(=O)NNC(=O)c3ccccc3F)cc2)C1 (stereo unspecified)	.	13.7%	-0.5%	1.5%	-3.4%
Cc1ccnc(NC(=O)c2ccc(Cl)c(NC(=O)CCc3ccccc3)c2)c1	9.5%	9.1%	.	.	40.4%
CCOc1ccc(NC(C)c2cc(Cl)ccc2O)cc1 (stereo unspecified)	-1.5%	-7.2%	9.7%	i	95.2%
O=C(c1ccc(=O)[nH]c1)N(Cc1ccco1)C1(C(=O)NC2CCCC2)CCCCC1	-7.8%	21.1%	2.8%	i	-0.2%
COC(=O)c1sc(NC(=O)/C=C/c2ccc(C)cc2)nc1C	-4.3%	-4.0%	-8.5%	0.5%	-5.5%

Rows were taken by chance (roughly 1.5% active in at least one column).
